HIV fusion peptide: inhibitors of HIV fusion peptide binding, primary screen, biochemical, uHTS, fluorescence dequenching (AID 1986); cell-free peptide binding, fluorescence dequenching, 30 min; higher % means a stronger effect; inhibition, % at 20 µM, or IC50 in µM where a hit was titrated; 290,000 compounds, 0.3% hits; in the data active means inhibition mostly above about 52%, no sharp cut-off; inactive means mostly below about 76%; further: some results filed as inactive read as strong as hits
GPR55 LPI antagonism: GPR55 antagonists blocking LPI-driven arrestin recruitment, primary screen, imaging, U2OS, beta-arrestin-GFP, LPI agonist (AID 2013); one-dose inhibition, % at 10 µM; IC50 in µM for titrated hits; 290,000 compounds, 0.13% hits; U2OS GPR55 beta-arrestin-GFP translocation imaging, LPI antagonism; higher % means a stronger effect;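 active means spots per cell inhibited over 60%, with over 100 cells counted and total cytoplasm intensity under 500,000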;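 further: U2OS cells stably carrying GPR55 and arrestin-GFP stimulated by 5 µM LPI near EC80; imaged beta-arrestin-GFP aggregate spots per cell after agonist stimulation; plate controls were LPI-stimulated DMSO wells for no effect and DMSO wells without LPI for full effect; some results filed as inactive read as strong as hits; confirmed hits need IC50 under 10 µM and bright autofluorescent wells are also inconclusive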
Myeloid diff 2: myeloid differentiation induction. ER-HoxA9 myeloid progenitors, lysozyme-GFP differentiation, flow cytometry. calls only at 10 µM. 360,000 compounds, 1% hits. AID 624256;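 active means normalized GFP-positive differentiation at or above the plate's own cutoff, the solvent-only control mean plus 3 SD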;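 further: cells exposed to compound for four days before flow analysis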
NOD1 NF-kB reporter: inhibition of NOD1-driven NF-kB reporter – cell-based, luminescence, uHTS, primary screen (AID 1578); NOD1-driven NF-kB luciferase reporter cells, luminescence; higher % means a stronger effect; inhibition, % at 4 µM; hits with a dose series show EC50 in µM; 290,000 compounds, 1% hits; in the data active means inhibition mostly above about 36%, no sharp cut-off; inactive means mostly below about 34%;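 further: HEK-293T reporter cells stimulated with the NOD1 agonist gamma-tri-DAP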
GPR35 arrestin U2OS: GPR35 antagonists blocking zaprinast-driven arrestin recruitment, primary screen, imaging, U2OS, beta-arrestin-GFP, zaprinast agonist (AID 2058); 290,000 compounds, 0.052% hits; U2OS GPR35 beta-arrestin-GFP translocation imaging, zaprinast antagonism; higher % means a stronger effect; one-dose inhibition, % at 10 µM; IC50 in µM for titrated hits;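 active means inhibition of at least 50% with at least 30 cells and total cytoplasm GFP at most 10,000,000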
KOR beta-arrestin-1: KOR antagonists, beta-arrestin recruitment, cell-based, luminescence, uHTS (AID 1778) | KOR beta-arrestin recruitment, luminescence, antagonist mode; higher % means a stronger effect | 290,000 compounds, 0.091% hits | inhibition, % at 10 µM; hits with a dose series show IC50 in µM; further: strong numbers were not always called active
HEK293 NOD2/NF-kB: NOD2 signaling inhibitors, cell-based, luminescence, uHTS, HEK293 (AID 1566) | HEK293 NOD2/NF-kB luciferase reporter, luminescence; higher % means a stronger effect | inhibition, % at 4 µM, or EC50 in µM where a hit was titrated | 290,000 compounds, 0.63% hits; further: many of its hits are not listed in these tables
KOR beta-arrestin-2: KOR agonists, beta-arrestin recruitment, primary screen, cell-based, luminescence, uHTS (AID 1777); KOR beta-arrestin recruitment, luminescence; higher % means a stronger effect; activation, % at 10 µM, or EC50 in µM where a hit was titrated; 280,000 compounds, 0.02% hits; in the data active means activation above about 50%, passing the limit was not always enough; further: a part of the inactive calls stands beside numbers as strong as those of hits
GPR55 activation: selective activators of receptor GPR55 – imaging, U2OS cells, beta-arrestin-GFP redistribution, primary screen (AID 1961) | U2OS GPR55 beta-arrestin-GFP redistribution imaging; higher % means a stronger effect | activation, % at 10 µM, or EC50 in µM where a hit was titrated | 290,000 compounds, 0.048% hits;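 active means activation above 40% with more than 50 cells counted in the well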;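 further: U2OS osteosarcoma cells stably expressing GPR55 and beta-arrestin-GFP; plate controls were DMSO negative control for no effect and LPI positive control for full effect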
Myeloid diff 2 GFP+ MAC1+ %: further read-out of Myeloid diff 2, marked with its call; GFP+ MAC1+ double positive, %; measured here: differentiation confirmed by MAC1 staining
* = called active by the depositor; i = inactive; . = no result given; [ ] = another dose, or the depositor's remark. Unless noted, no stated cut-off is given here; in the data, active means inhibition above about 50%; inactive means the rest.

Structure,KOR beta-arrestin-2,HEK293 NOD2/NF-kB,NOD1 NF-kB reporter,KOR beta-arrestin-1,Myeloid diff 2 GFP+ MAC1+ %,GPR55 LPI antagonism,GPR55 activation,HIV fusion peptide,GPR35 arrestin U2OS,Myeloid diff 2
O=C(CCCN1C(=O)/C(=C\c2ccccc2)SC1=S)Nc1ccc(O)cc1C(=O)O,3.9%,14%,-26%,-17%,0.4,-3%,-0.1%,27%,-10%,i
FC(F)(F)c1cc(Oc2ccc(Cl)cc2)ncc1-c1nnc(-c2ccc(Cl)cc2)o1,-0.3%,21%,-6%,8%,0.7,2%,-0.2%,0.5%,7%,i
Cc1ccc(-n2nnnc2SCC(=O)NNC(=O)c2ccco2)cc1C,5.0%,18%,7%,9%,9.2,-1%,0.0%,-1.0%,-14%,i
COc1cccc(OC)c1C(=O)Nc1c(C(=O)N2CCN(C)CC2)oc2ccccc12,-1.2%,22%,-3%,-29%,3.1,21%,-0.2%,0.9%,54%,i
O=C(Nc1ccnc(-c2ccncc2)n1)c1ccccc1Cl,-2.8%,12%,-27%,14%,0.6,8%,-0.2%,-0.2%,4%,i
Cn1cc(S(=O)(=O)NCc2cccs2)c(=O)n(C)c1=O,-3.2%,13%,4%,-11%,2.1,-2%,-0.2%,-1.2%,-7%,i
CC1CC(O)C(C)CN1 (stereo unspecified),6.1%,9%,-7%,6%,0.6,5%,-0.1%,0.3%,5%,i
Cn1c(SCC(=O)NCCN2C(=O)CSC2=O)nc2ccccc2c1=O,-1.2%,15%,-13%,-16%,0.6,10%,-0.2%,-1.3%,1%,i
Cc1cc(C)n(/N=C/c2ccccc2)c(=O)c1C#N,0.5%,12%,1%,0%,1.7,0%,-0.2%,-0.6%,-13%,i
COc1ccc(Cl)cc1S(=O)(=O)Nc1noc2ccccc12,-6.6%,14%,-1%,-10%,0.7,5%,0.0%,1.7%,15%,i
CSc1ccccc1OCc1cc(C(=O)N2CCC[C@H]2C(N)=O)no1,0.6%,13%,-11%,-7%,3.3,4%,-0.1%,1.3%,62%,i
O=C(O)/C=C/C(=O)N1CCN(c2ccc(F)cc2)CC1,-5.3%,-3%,-25%,14%,0.4,-2%,0.2%,-1.4%,11%,i
CCCCN(CC)C(=O)c1cccc(Cl)c1,2.8%,-9%,15%,-96%,0.2,8%,-0.1%,-3.7%,10%,i
Cc1cccc(N2CCN(S(=O)(=O)c3cnc[nH]3)CC2)c1C,0.9%,13%,7%,11%,3.3,-12%,0.7%,1.5%,-8%,i
CCCCn1c(=NC(=O)c2ccc3c(c2)OCO3)c(C#N)cc2c(=O)n3cccc(C)c3nc21,12%,12%,20%,-24%,.,3%,0.0%,-2.0%,6%,.
CSc1nnc2n(C)c3c(c(=O)n12)C1(CCCC1)Cc1ccccc1-3,1.6%,30%,44%,-17%,0.8,-6%,1.4%,-3.1%,7%,i
CC(C)(C)OC(=O)NCCCCCC(=O)N/N=C/c1coc2ccccc2c1=O,4.9%,7%,-6%,7%,0.3,18%,0.0%,-1.2%,-5%,i
CN1CCN(S(=O)(=O)c2ccc(NC(=O)c3ccccc3Cl)cc2)CC1,-0.9%,21%,-28%,-36%[20 µM],0.8,9%,-0.4%,-0.5%,-3%,i
CC(C)(C)OC(=O)NC1CONC1=O (stereo unspecified),-2.6%,14%,-11%,-11%,0.2,6%,1.0%,0.5%,-8%,i
C=Cc1ccc(C(=O)N2CCCC(Nc3ccc4c(c3)OCCO4)C2)cc1 (stereo unspecified),1.3%,15%,-43%,3%,0.8,5%,0.0%,-1.9%,3%,i
Cc1[nH]c2c(C)cccc2c(=O)c1Br,-4.4%,5%,-4%,6%,1.2,-5%,-0.2%,1.0%,-16%,i
CCOC(=O)C1CCN(C(=O)c2cc3c(OC)c(OC)c(OC)cc3[nH]2)CC1,-1.4%,4%,1%,-31%,0.5,5%,-0.1%,-0.6%,-4%,i
CS(=O)(=O)N1CCN(Cc2ccc(C(F)(F)F)cc2)CC1,19%,-6%,9%,-54%,0.7,13%,0.2%,-0.1%,3%,i
Cc1ccc2nc(C(=O)O)c(C(=O)O)nc2c1,-2.0%,11%,-6%,-12%,0.9,7%,0.3%,-0.9%,14%,i

Taken from the results shown (2 entries):
Structure,KOR beta-arrestin-2,HEK293 NOD2/NF-kB,NOD1 NF-kB reporter,KOR beta-arrestin-1,Myeloid diff 2 GFP+ MAC1+ %,GPR55 LPI antagonism,GPR55 activation,HIV fusion peptide,GPR35 arrestin U2OS,Myeloid diff 2
O=C(O)/C=C/C(=O)N1CCN(c2ccc(F)cc2)CC1,-5.3%,-3%,-25%,14%,0.4,-2%,0.2%,-1.4%,11%,i
CCCCN(CC)C(=O)c1cccc(Cl)c1,2.8%,-9%,15%,-96%,0.2,8%,-0.1%,-3.7%,10%,i

Following part.
Structure,KOR beta-arrestin-2,HEK293 NOD2/NF-kB,NOD1 NF-kB reporter,KOR beta-arrestin-1,Myeloid diff 2 GFP+ MAC1+ %,GPR55 LPI antagonism,GPR55 activation,HIV fusion peptide,GPR35 arrestin U2OS,Myeloid diff 2
Cc1cc2ccccn2c1C(=O)Nc1cccc(Cl)c1,6.5%,-10%,-37%,-75%,0.5,-18%,-0.6%,-0.8%,4%,i
CCN1CCN(C(=O)C2CCCN(S(=O)(=O)c3ccc(OC)c(OC)c3)C2)CC1 (stereo unspecified),-0.2%,1%,-24%,-54%,0.5,3%,-0.1%,-1.5%,-8%,i
NS(=O)(=O)c1ccc(NC(=S)NCc2ccccc2)cc1,-2.0%,-2%,-34%,37%,0.7,9%,-0.5%,2.0%,0%,i
CCOC(=O)c1cc(-c2cc(OC)c(OC)c(OC)c2)nc2c1c(=O)[nH]c(=O)n2Cc1ccccc1,4.5%,-8%,-10%,-24%,0.3,4%,-0.4%,1.1%,-10%,i
Cc1ccc(Nc2cnn(C34CC5CC(CC(CC(=O)O)(C5)C3)C4)c(=O)c2Cl)cc1C,-6.7%,6%,-13%,-29%,10,-7%,1.0%,1.4%,-2%,i
COc1ccc(C2CC3(O)NC(=O)C(C#N)(C3C)C2(C#N)C#N)cc1 (stereo unspecified),0.8%,8%,-4%,14%,0.3,11%,-0.3%,2.0%,0%,i
c1csc(C2=NNC(=NC3CCCCC3)SC2)c1,4.6%,-62%,-34%,-38%,0.1,6%,0.1%,-1.0%,-14%,i
CC1(C)c2ccccc2N(CC(N)=O)C12C=Cc1ccccc1O2 (stereo unspecified),0.1%,13%,0%,15%,0.4,20%,1.1%,-0.2%,-3%,i
Cc1ccn2c(NC3CCCCC3)c(C)nc2c1,-2.6%,6%,-2%,6%,0.8,5%,-0.1%,-3.2%,-10%,i
Cc1ccc(NC(=O)COC(=O)c2ccc([N+](=O)[O-])s2)c(C)c1,-5.8%,-12%,-43%,27%,0.3,6%,-0.6%,-3.0%,1%,i
CCOCCCN(C(=O)Cn1nnc2ccccc21)C(C(=O)NCc1ccco1)c1ccncc1 (stereo unspecified),-9.3%,0%,-20%,54%,1.1,8%,-0.1%,3.6%,14%,i
O=C(CSc1nnc(-c2cccnc2)s1)Nc1ccccc1,-4.0%,12%,-26%,-36%,0.5,7%,0.2%,-1.2%,-4%,i
COc1ccc(C(=O)C2CCCN(C(=O)c3cc(C)nc(C)n3)C2)cc1OC (stereo unspecified),.,-8%,-17%,-7%[20 µM],0.8,9%,-0.1%,-0.1%,-4%,i
O=C(Cn1cnc([N+](=O)[O-])c1)Nc1cc(Oc2ccc(Cl)cc2Cl)cc([N+](=O)[O-])c1,-1.1%,-4%,-16%,20%,.,10%,-0.4%,-0.7%,-11%,.
Clc1ccccc1Cn1nnc2c(N3CCCC3)ncnc21,-6.2%,6%,-8%,-2%,1.2,12%,-0.1%,-3.1%,12%,i
COc1ccc(CNC(=O)CSc2n[nH]c(N)n2)cc1,-3.3%,-15%,-24%,-6%,1.5,-1%,0.3%,-1.5%,2%,i
Cc1nn(C)c(Cl)c1C(N)=O,2.2%,-2%,33%,-24%[20 µM],0.2,-14%,0.2%,-1.7%,1%,i
Cn1cc(/C=C(\NC(=O)c2ccccc2Cl)C(=O)NCCN2CCOCC2)c2ccccc21,6.6%,4%,-38%,-6%,0.6,7%,-0.2%,-1.3%,6%,i
COc1cc(S(=O)(=O)N2CCN(c3ccccc3)CC2)ccc1F,.,-7%,-32%,-12%[20 µM],0.2,5%,-0.1%,1.1%,-4%,i
c1ccc(Cn2nnc3c(N4CCN(Cc5ccc6c(c5)OCO6)CC4)ncnc32)cc1,-0.1%,1%,-20%,-45%,0.7,9%,-0.1%,1.4%,5%,i
COc1ccc(CNC(=O)c2ccc(CS(=O)(=O)Cc3ccccc3F)o2)cc1,-0.4%,12%,6%,-11%,0.5,7%,-0.3%,9.5%,-2%,i
Cc1nc2ccccc2c2nc(NC(=O)Cc3ccccc3)nn12,1.9%,-5%,-26%,39%,1.4,-10%,-0.2%,-0.9%,9%,i
CCn1c(=O)c([N+](=O)[O-])c(NCCc2ccc(OC)c(OC)c2)c2ccccc21,5.5%,24%,27%,-18%,0.2,-7%,-0.1%,-1.7%,-3%,i
O=C(COc1ncnc2ccccc12)NCCc1ccc(F)cc1,-3.8%,24%,-39%,1%,0.5,7%,-0.1%,-0.1%,9%,i
CNC(=O)C(=O)NCC1OCCN1S(=O)(=O)c1ccc2c(c1)OCCO2 (stereo unspecified),-4.5%,9%,-28%,13%,0.3,14%,0.5%,0.6%,-2%,i
CCOc1cc(C)c(C(C)C)cc1S(=O)(=O)N1CCOCC1,0.8%,-9%,-11%,18%,0.6,-5%,0.3%,-2.8%,-2%,i
CC(=O)NC(Cc1ccc(F)c(F)c1)C(=O)NC1CCN(C(=O)c2ccc(Cl)cc2)CC1 (stereo unspecified),4.8%,-5%,4%,3%,1.0,3%,-0.1%,-0.1%,-4%,i
O=C(Cc1ccsc1)NCC(=O)Nc1ccc(F)c(F)c1,0.8%,-3%,-2%,0%,2.8,0%,0.3%,-2.1%,-8%,i
CC(NS(=O)(=O)c1ccc(OCC(=O)NCc2ccccn2)cc1)c1ccccc1 (stereo unspecified),-1.8%,-6%,-22%,-13%,3.1,14%,-0.2%,-1.2%,5%,i
COc1cc2ncnc(NCc3ccc(C)cc3)c2cc1OC,1.2%,.,.,-74%,0.2,-23%,0.5%,0.1%,2%,i
O=C(CN(Cc1ccccc1)S(=O)(=O)c1ccccc1)N/N=C/c1ccc([N+](=O)[O-])cc1,7.0%,-13%,29%,-42%,0.5,-4%,-0.4%,-2.5%,-8%,i
O=c1[nH]c(N2CCOCC2)nc2c1CCCC2,-4.6%,3%,-15%,38%,0.5,5%,-0.2%,-1.7%,-14%,i

Source: PubChem (several laboratories)

Not all compounds are listed; count on the stated rates, not on these rows.
